CaV13 ICDI inh – Primary screen for inhibitors of IQ motif and Ca2+-dependent inactivation inhibitor domain binding in CACNA1D, Förster resonance energy transfer in living cells, …; HEK cells, CFP/YFP FRET ICDI-IQ, plate reader, 10 min; percent FRET-ratio fall versus neutral wells; inhibition, % at 12.3 µM; 0.098% of 340,000 active; AID 743397;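 active = mean replicate inhibition of at least 30% and at least 1% of replicates passing that level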;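 note: 0% = median of the neutral control wells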
ABCB6 inh MLPCN – ABCB6 transporter inhibitors, primary screen, K562-ABCB6 cells, flow cytometry, MLPCN library. ATP-binding cassette sub-family B member 6 (Homo sapiens), Q9NP58. K562-ABCB6 porphyrin accumulation, 1 h; hits give low values. fluorescence ratio to DMSO, % at 10 µM. 0.19% of 360,000 active. AID 602162, 2011;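 active = fluorescence ratio to DMSO below 75%, the collection mean minus 3 SD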;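 note: signal is porphyrin accumulated inside mitochondria; 100% equals median channel fluorescence of DMSO control wells; lower ratio means ABCB6 inhibition with less porphyrin fluorescence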
MC4R antag cAMP – MC4R antagonists of cAMP signaling, primary screen, cell-based, TR-FRET, antagonist arm of biased-ligand search. Melanocortin receptor 4 (Homo sapiens), P32245. MC4R-expressing cells, MTII-stimulated cAMP, LANCE TR-FRET. inhibition, % at 6.5 µM. 0.48% of 360,000 active. AID 540295, 2011;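 active = inhibition above its plate's cutoff, the mean of tested wells on that plate plus 3 SD, cut at about 29% in these data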;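 note: 0% = Melanotan II alone and 100% = Melanotan II plus saturating MCL0020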
Target sequence (P32245 whole entry, looked up): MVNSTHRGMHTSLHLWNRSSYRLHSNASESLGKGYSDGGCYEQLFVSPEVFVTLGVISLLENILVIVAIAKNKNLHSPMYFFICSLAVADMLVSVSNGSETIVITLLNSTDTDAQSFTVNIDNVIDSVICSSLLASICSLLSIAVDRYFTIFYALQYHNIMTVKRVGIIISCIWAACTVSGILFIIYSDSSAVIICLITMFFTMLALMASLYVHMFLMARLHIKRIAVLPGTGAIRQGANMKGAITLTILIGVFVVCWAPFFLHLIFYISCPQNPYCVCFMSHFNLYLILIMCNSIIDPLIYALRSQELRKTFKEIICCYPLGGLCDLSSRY
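System: U2OS-MC4R stable cell line; Technique: Eu-cAMP/anti-cAMP TR-FRET, emission 671 nm; Repeats: single well per compound; Also added: Melanotan II; Dosing: one concentration, 6.5 µM nominal; Schedule: 30-min compound, 1-h challenge, 1-h detection, room temperature.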
PDI inh – inhibitors of human PDI, primary screen, biochemical, turbidity, single point, plate reader | inhibition, % at 10 µM | PDI insulin aggregation turbidity, A650, 90 min | Protein disulfide-isomerase (Homo sapiens), P07237 | 0.052% of 350,000 active;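 active = mean inhibition across replicates of 30% or more, whatever share of single replicates reach that level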;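 note: absorbance from insulin aggregation driven by PDI reduction with DTT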
Target sequence (P07237 whole entry, looked up): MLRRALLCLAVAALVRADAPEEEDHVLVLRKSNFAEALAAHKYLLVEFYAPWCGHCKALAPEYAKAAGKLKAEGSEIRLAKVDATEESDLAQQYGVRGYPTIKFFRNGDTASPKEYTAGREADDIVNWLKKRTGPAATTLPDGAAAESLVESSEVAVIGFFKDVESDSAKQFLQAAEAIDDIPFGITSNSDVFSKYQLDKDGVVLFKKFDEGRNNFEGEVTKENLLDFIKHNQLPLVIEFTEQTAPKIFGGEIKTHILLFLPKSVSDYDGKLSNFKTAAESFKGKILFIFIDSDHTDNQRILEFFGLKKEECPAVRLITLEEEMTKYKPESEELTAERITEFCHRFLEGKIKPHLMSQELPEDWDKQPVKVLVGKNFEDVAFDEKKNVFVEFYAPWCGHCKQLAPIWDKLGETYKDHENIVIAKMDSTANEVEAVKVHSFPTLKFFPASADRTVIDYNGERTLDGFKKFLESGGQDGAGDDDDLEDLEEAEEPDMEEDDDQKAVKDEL
ABHD5-PLIN5 inh – ABHD5-PLIN5 interaction inhibitors, primary screen, cell lysate, split luciferase complementation, luminescence | Perilipin-5 (Homo sapiens) + 1-acylglycerol-3-phosphate O-acyltransferase ABHD5 (Homo … | Split G. princeps luciferase complementation, 4 h | inhibition, % at 4 µM | 0.78% of 360,000 active | AID 602281, 2012;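 active = inhibition above the mean inhibition across every tested compound plus 3 SD, cut at about 22% in these data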;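 note: 0% = DMSO only wells and the 100% control is not disclosed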
MC4R ag barr – MC4R agonists recruiting beta-arrestin, primary screen, cell-based, luminescence, agonist arm of biased-ligand search. Melanocortin receptor 4 (Homo sapiens), P32245. U2OS MC4R beta-arrestin complementation; percent of melanotan II response, DMSO zero. activation, % at 8.9 µM. 0.98% of 360,000 active;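 active = activation above a per-plate cutoff, the mean activation of sample wells on that plate plus 3 SD, cut at about 8% in these data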
N-glyco inh – increase of ERlucT glycosylation luciferase signal, primary screen, N-linked glycosylation inhibitor project, D54 ERlucT cells, luminescence, set 2 | AID 588692, 2011 | D54 ERlucT glycosylation luciferase reporter, 24 h; percent of 100 nM tunicamycin response | reporter increase, % at 12.5 µM | 0.23% of 360,000 active;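 active = mean luciferase reporter signal, scaled so untreated is 0 and the glycosylation-blocking control 100, at or above a set limit in every replicate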;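 note: luciferase carries N-glycosylation sites so blocking glycosylation raises the light; 0% = median of neutral control wells and 100% = median of 100 nM tunicamycin wells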
Exocytosis inh – LAMP-1 surface exposure blockers, TALL-104 cells – cell-based, flow cytometry, MLPCN library, primary screen. 0.66% of 360,000 active. TALL-104 LAMP-1 surface exposure; cells stimulated with thapsigargin and PMA. inhibition, % at 10 µM. AID 651702, 2012;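 active = inhibition above about 55%, limit read from the data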
m5-HT2A agonist – mouse Htr2a agonists via beta-arrestin recruitment, primary screen, cell-based, luminescence. 5-hydroxytryptamine receptor 2A (Mus musculus), P35363. activation, % at 7.6 µM. 0.66% of 360,000 active. CHO-K1 mHTR2A beta-arrestin complementation; percent of 30 µM serotonin response;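 active = activation above a run cutoff, the mean activation of all tested compounds plus 3 SD, cut at about 14% in these data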;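 note: 0% = plate median of compound wells and 100% = 30 µM serotonin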
H9c2 protect – cardioprotection against H2O2-induced cell death, primary screen, uHTS, H9c2 cells, ATPLite luminescence; H9c2 cardiomyocytes, H2O2 injury protection, 2 h; 0.63% of 360,000 active; protection from H2O2 cell death, % at 20 µM;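 active = compounds giving at least 50% protection of heart cells from peroxide-induced death in the single-dose screen, raw or plate-pattern-corrected value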;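 note: 0% = DMSO wells with peroxide and 100% = DMSO wells without peroxide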
Starred values were filed as active, the others as inactive.

How did Cc1cccc(-n2ncc3c(N4CCCC4)ncnc32)c1 do in these assays?
CaV13 ICDI inh: -5; ABCB6 inh MLPCN: 98; MC4R antag cAMP: 4; PDI inh: 8; ABHD5-PLIN5 inh: -7; MC4R ag barr: -1.5; N-glyco inh: -19; Exocytosis inh: 0; m5-HT2A agonist: -6; H9c2 protect: -20

How did COc1ccc(-c2cnn3c4c(c(C)nc23)CCN4C(C)C)cc1OC do in these assays?
CaV13 ICDI inh: -3; ABCB6 inh MLPCN: 93; MC4R antag cAMP: -7; PDI inh: 9; ABHD5-PLIN5 inh: 3; MC4R ag barr: 4.1; N-glyco inh: -1; Exocytosis inh: -5; m5-HT2A agonist: 3; H9c2 protect: 4

Results for Cc1ccccc1NC(=O)Cc1nc(COC(=O)COc2ccccc2C(C)C)cs1 ?
CaV13 ICDI inh: -7; ABCB6 inh MLPCN: 92; MC4R antag cAMP: 0; PDI inh: 11; ABHD5-PLIN5 inh: -2; MC4R ag barr: 0.1; N-glyco inh: 1; Exocytosis inh: 4; m5-HT2A agonist: -11; H9c2 protect: -14

What do the screens show for `O=C(CCN1C(=O)/C(=C/c2ccccc2Cl)SC1=S)Nc1ccccc1C(=O)O`?
CaV13 ICDI inh: -4; ABCB6 inh MLPCN: 103; MC4R antag cAMP: 11; PDI inh: 15; ABHD5-PLIN5 inh: -2; MC4R ag barr: 1.6; N-glyco inh: 0; Exocytosis inh: -4; m5-HT2A agonist: 1; H9c2 protect: 2

How did Cc1nccc(-c2ccc(-n3c(C)ccc3C)cc2)n1 do in these assays?
CaV13 ICDI inh: -1; ABCB6 inh MLPCN: 115; MC4R antag cAMP: 17; PDI inh: 9; ABHD5-PLIN5 inh: 3; MC4R ag barr: -1.5; N-glyco inh: 8; Exocytosis inh: -2; m5-HT2A agonist: 4; H9c2 protect: 5

Results for COC(=O)c1sc(-c2ccc(C(C)(C)C)cc2)cc1NC(=O)/C=C/C(=O)O ?
CaV13 ICDI inh: -4; ABCB6 inh MLPCN: 96; MC4R antag cAMP: 37*; PDI inh: -4; ABHD5-PLIN5 inh: 7; MC4R ag barr: 3.8; N-glyco inh: 3; Exocytosis inh: 0; m5-HT2A agonist: 4; H9c2 protect: -8

How did Cc1nc(N2CCC(C)CC2)c2nnn(Cc3ccccc3)c2n1 do in these assays?
ABCB6 inh MLPCN: 112; MC4R antag cAMP: -2; PDI inh: -6; ABHD5-PLIN5 inh: -3; MC4R ag barr: 3.6; N-glyco inh: 0; Exocytosis inh: -1; m5-HT2A agonist: 2; H9c2 protect: -15

What do the screens show for `COCCN(C(=O)CNC(=O)c1ccco1)C(C(=O)NC1CCCC1)c1ccc(OC)cc1` (centres undefined)?
CaV13 ICDI inh: -3; ABCB6 inh MLPCN: 92; MC4R antag cAMP: 9; PDI inh: -4; ABHD5-PLIN5 inh: 1; MC4R ag barr: 0.7; N-glyco inh: -1; Exocytosis inh: 4; m5-HT2A agonist: 4; H9c2 protect: -2

How did CCN(CC)S(=O)(=O)c1cc(NC(=O)NCCCl)ccc1C do in these assays?
CaV13 ICDI inh: -16; ABCB6 inh MLPCN: 104; MC4R antag cAMP: 21; PDI inh: 4; ABHD5-PLIN5 inh: 11; MC4R ag barr: 3.1; N-glyco inh: -1; Exocytosis inh: -1; m5-HT2A agonist: 5; H9c2 protect: -1

Results for C=CCOc1ccccc1CN1CCCC(CCC(=O)N(C)CCc2ccccn2)C1 (centres undefined) ?
CaV13 ICDI inh: -5; ABCB6 inh MLPCN: 97; MC4R antag cAMP: -7; PDI inh: -7; ABHD5-PLIN5 inh: 3; MC4R ag barr: -1.4; N-glyco inh: 1; Exocytosis inh: 1; m5-HT2A agonist: 3; H9c2 protect: -4

Results for CSc1nc(C)c(CCOC(=O)c2ccccc2)c(=O)[nH]1 ?
CaV13 ICDI inh: -5; ABCB6 inh MLPCN: 111; MC4R antag cAMP: -1; PDI inh: -4; ABHD5-PLIN5 inh: -8; MC4R ag barr: 3.1; N-glyco inh: 0; Exocytosis inh: 6; m5-HT2A agonist: 3; H9c2 protect: 4

What do the screens show for `O=C(Nc1ccccc1Oc1ccccc1)c1ccc(Br)o1`?
ABCB6 inh MLPCN: 108; MC4R antag cAMP: 1; PDI inh: 5; ABHD5-PLIN5 inh: 2; MC4R ag barr: 4.2; N-glyco inh: -3; Exocytosis inh: -2; m5-HT2A agonist: 2; H9c2 protect: -3

How did Cc1cccc(CNS(=O)(=O)c2csc(C(N)=O)c2)c1 do in these assays?
CaV13 ICDI inh: -3; ABCB6 inh MLPCN: 98; MC4R antag cAMP: 4; PDI inh: 5; ABHD5-PLIN5 inh: -3; MC4R ag barr: -4.4; N-glyco inh: 1; Exocytosis inh: 1; m5-HT2A agonist: 3; H9c2 protect: -2

How did Cn1c(SCc2ccccc2)nnc1-c1cnccn1 do in these assays?
CaV13 ICDI inh: -10; ABCB6 inh MLPCN: 94; MC4R antag cAMP: 2; PDI inh: 7; ABHD5-PLIN5 inh: 3; MC4R ag barr: 0.8; N-glyco inh: 10; Exocytosis inh: -1; m5-HT2A agonist: 1; H9c2 protect: 6

How did Cc1c(NC(=O)c2cc(-c3ccc4c(c3)OCO4)on2)c(=O)n(-c2ccccc2)n1C do in these assays?
CaV13 ICDI inh: -5; ABCB6 inh MLPCN: 94; MC4R antag cAMP: 9; PDI inh: 3; ABHD5-PLIN5 inh: 2; MC4R ag barr: -2.7; N-glyco inh: -3; Exocytosis inh: 2; m5-HT2A agonist: 2; H9c2 protect: -4

How did COCCCNC(=O)C[C@@H]1C[C@@]2(C(=O)OC)CCCCC=C2N(Cc2ccc3c(c2)OCO3)C1=O do in these assays?
CaV13 ICDI inh: -4; ABHD5-PLIN5 inh: -5; Exocytosis inh: 0; m5-HT2A agonist: 7

What do the screens show for `O=C1C=C(c2ccccc2)C[C@@H](c2ccc3c(c2)OCO3)C1`?
CaV13 ICDI inh: -3; ABCB6 inh MLPCN: 99; MC4R antag cAMP: 0; PDI inh: 2; ABHD5-PLIN5 inh: 6; MC4R ag barr: -1.8; N-glyco inh: -2; Exocytosis inh: 7; m5-HT2A agonist: 2; H9c2 protect: 0

How did CCOc1ccc(NC(=O)C(C)C(Cc2ccc(C)cc2)C(=O)O)cc1 (centres undefined) do in these assays?
CaV13 ICDI inh: -4; ABCB6 inh MLPCN: 96; MC4R antag cAMP: 2; PDI inh: 15; ABHD5-PLIN5 inh: -5; MC4R ag barr: -2.2; N-glyco inh: 0; Exocytosis inh: -5; m5-HT2A agonist: -1; H9c2 protect: 4

How did CCC(C(=O)Nc1ccccc1Cl)n1nc(C)c2c(C)n(-c3ccccc3)nc2c1=O (centres undefined) do in these assays?
CaV13 ICDI inh: -2; ABCB6 inh MLPCN: 97; MC4R antag cAMP: 15; PDI inh: -7; ABHD5-PLIN5 inh: 3; MC4R ag barr: -5.0; N-glyco inh: -3; Exocytosis inh: 6; m5-HT2A agonist: -4; H9c2 protect: -4

How did O=C(OCC(=O)N1CCCc2ccccc21)c1cc(S(=O)(=O)N2CCOCC2)ccc1Cl do in these assays?
CaV13 ICDI inh: -6; ABCB6 inh MLPCN: 98; MC4R antag cAMP: 1; PDI inh: -7; ABHD5-PLIN5 inh: -14; MC4R ag barr: -5.2; N-glyco inh: -1; Exocytosis inh: -21; m5-HT2A agonist: 11; H9c2 protect: 3

What do the screens show for `CCCCN1C(=O)/C(=C2\SC(N3CCOCC3)=NC2=O)c2ccccc21`?
CaV13 ICDI inh: -20; ABCB6 inh MLPCN: 95; MC4R antag cAMP: 15; PDI inh: -2; ABHD5-PLIN5 inh: -4; MC4R ag barr: -0.2; N-glyco inh: 3; Exocytosis inh: 10; m5-HT2A agonist: 3; H9c2 protect: 4

Results for CC(=O)Nc1ccc(S(=O)(=O)NNC(=O)COc2ccc(C)cc2)cc1 ?
CaV13 ICDI inh: -18; ABCB6 inh MLPCN: 101; MC4R antag cAMP: -5; PDI inh: 15; ABHD5-PLIN5 inh: 2; MC4R ag barr: -0.1; N-glyco inh: 1; Exocytosis inh: 14; m5-HT2A agonist: 2; H9c2 protect: -3

What do the screens show for `CN1C(=O)N(CC(=O)N2CCN(c3ncccn3)CC2)C(=O)C12CCCCC2`?
CaV13 ICDI inh: -2; ABCB6 inh MLPCN: 102; MC4R antag cAMP: 9; PDI inh: -5; ABHD5-PLIN5 inh: -1; MC4R ag barr: 0.4; N-glyco inh: 0; Exocytosis inh: 12; m5-HT2A agonist: 0; H9c2 protect: -4

Results for O=C(CN1C(=O)c2ccccc2S1(=O)=O)Nc1ncccn1 ?
CaV13 ICDI inh: -6; ABCB6 inh MLPCN: 92; MC4R antag cAMP: 4; PDI inh: 0; ABHD5-PLIN5 inh: -3; MC4R ag barr: -1.3; N-glyco inh: 0; Exocytosis inh: 12; m5-HT2A agonist: -3; H9c2 protect: 0

Results for CCc1c(O)nc(SCC(=O)Nc2ccccc2)n(-c2ccccc2)c1=O ?
CaV13 ICDI inh: -7; ABCB6 inh MLPCN: 104; MC4R antag cAMP: 5; PDI inh: -4; ABHD5-PLIN5 inh: -1; MC4R ag barr: -0.2; N-glyco inh: 3; Exocytosis inh: 2; m5-HT2A agonist: 0; H9c2 protect: -3

How did Cc1cc(=O)[nH]c2c1cnn2C(C)c1ccccc1 (centres undefined) do in these assays?
CaV13 ICDI inh: -14; ABCB6 inh MLPCN: 101; MC4R antag cAMP: 12; PDI inh: 4; ABHD5-PLIN5 inh: -10; MC4R ag barr: -1.0; N-glyco inh: -1; Exocytosis inh: -5; m5-HT2A agonist: -3; H9c2 protect: 1

How did COc1cc2cncc(Cc3ccc(Cl)cc3)c2cc1OC do in these assays?
ABCB6 inh MLPCN: 94; MC4R antag cAMP: -25; PDI inh: -1; ABHD5-PLIN5 inh: 1; MC4R ag barr: 1.7; N-glyco inh: -9; Exocytosis inh: -5; m5-HT2A agonist: 0; H9c2 protect: -13

Results for O=Cc1ccc(-c2cccc([N+](=O)[O-])c2)o1 ?
CaV13 ICDI inh: -4; ABCB6 inh MLPCN: 95; MC4R antag cAMP: -1; PDI inh: -1; ABHD5-PLIN5 inh: -4; MC4R ag barr: -2.1; N-glyco inh: -1; Exocytosis inh: 11; m5-HT2A agonist: -5; H9c2 protect: -3
